M5 antag: human M5 muscarinic receptor antagonists, primary screen, CHO cells, Fluo-8 calcium fluorescence. AID 624040, 2012. Muscarinic acetylcholine receptor M5 (Homo sapiens), P08912. inhibition, % at 3 µM. CHO-hM5 cells, ACh EC80. 360,000 compounds, 0.59% hits;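 active = inhibition above a per-plate cutoff, the mean of that plate's test compounds plus 3 SD, cut at about 27% in these data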;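 note: 0% = acetylcholine EC80 with DMSO and 100% = DMSO without agonist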
Target sequence (P08912 whole entry, looked up): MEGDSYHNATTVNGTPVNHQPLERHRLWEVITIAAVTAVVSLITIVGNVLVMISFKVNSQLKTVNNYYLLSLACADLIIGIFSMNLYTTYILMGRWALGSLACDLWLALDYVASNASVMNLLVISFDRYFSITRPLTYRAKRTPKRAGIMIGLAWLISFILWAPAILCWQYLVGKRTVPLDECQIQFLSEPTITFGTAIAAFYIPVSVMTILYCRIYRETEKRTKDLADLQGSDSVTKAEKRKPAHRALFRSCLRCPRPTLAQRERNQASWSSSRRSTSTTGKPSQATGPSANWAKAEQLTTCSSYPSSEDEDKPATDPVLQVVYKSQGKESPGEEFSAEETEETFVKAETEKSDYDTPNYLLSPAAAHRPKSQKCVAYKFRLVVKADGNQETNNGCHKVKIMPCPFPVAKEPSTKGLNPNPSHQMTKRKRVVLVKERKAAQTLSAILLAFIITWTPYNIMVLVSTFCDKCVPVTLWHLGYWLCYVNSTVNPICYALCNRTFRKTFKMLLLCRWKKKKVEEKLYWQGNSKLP
M5 ag: human M5 muscarinic receptor agonists, primary screen, CHO-K1 cells, Fluo-8 calcium fluorescence. CHO-K1 hM5 cells; 0% DMSO wells, 100% maximal acetylcholine response. Muscarinic acetylcholine receptor M5 (Homo sapiens), P08912. 360,000 compounds, 0.19% hits. activation, % at 3 µM;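 active = activation above the run's mean over test compounds plus 3 SD, cut at about 23% in these data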;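 note: signal is peak over basal fluorescence ratio across the kinetic read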
TAAR1 ag: human TAAR1 agonists, primary screen, Fluo-8 calcium fluorescence, CHO RD-HGA16 cells; vehicle wells 0%, saturating PEA agonist 100%; activation, % at 3 µM; 360,000 compounds, 0.99% hits;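 active = activation above the mean activation of all test compounds in the run plus 3 SD, cut at about 38% in these data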
Target sequence (Q96RJ0 whole entry, looked up): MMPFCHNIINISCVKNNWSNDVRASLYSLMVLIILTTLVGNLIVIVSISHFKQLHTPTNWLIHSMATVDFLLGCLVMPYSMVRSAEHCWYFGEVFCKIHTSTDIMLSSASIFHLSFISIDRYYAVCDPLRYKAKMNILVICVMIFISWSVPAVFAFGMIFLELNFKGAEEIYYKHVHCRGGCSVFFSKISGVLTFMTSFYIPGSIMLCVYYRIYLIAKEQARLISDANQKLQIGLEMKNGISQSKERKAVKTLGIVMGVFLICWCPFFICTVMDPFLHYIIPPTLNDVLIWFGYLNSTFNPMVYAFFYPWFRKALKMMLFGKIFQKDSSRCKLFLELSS
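Test system: RD-HGA16 (CHO) cells co-expressing Gα16 and hTAAR1; dosing: one-point dosing at 3 µM (nominal); timing: 17-24 h seeding, 75 min 37 °C dye, 30 min RT; signal: kinetic Fluo-8 calcium fluorescence; read-out basis: % activation relative to PEA EC100 response; controls: DMSO and PEA EC100; replicates: n 1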
M4 PAM: human M4 muscarinic receptor positive allosteric modulators, primary screen, CHO-K1 cells, Fluo-8 calcium fluorescence | CHO-K1 hM4/Gqi5, ACh EC20; 0% = ACh EC20, 100% = maximal ACh | activation, % at 3 µM | Muscarinic acetylcholine receptor M4 (Homo sapiens), P08173 | 360,000 compounds, 0.4% hits;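 active = activation above its plate's cutoff, the mean activation of sample wells plus 3 SD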; note: some results filed as inactive read as strong as hits
M5 PAM: human M5 muscarinic receptor positive allosteric modulators, primary screen, CHO-K1 cells, Fluo-8 calcium fluorescence; Muscarinic acetylcholine receptor M5 (Homo sapiens), P08912; 360,000 compounds, 0.3% hits; AID 624038, 2012; activation, % at 3 µM; CHO-K1 hM5, ACh EC20 PAM; 0% = ACh EC20, 100% = ACh EC100;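 active = activation above the run cutoff, the mean activation of all test compounds plus 3 SD, cut at about 18% in these data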
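Assay system: CHO-K1 hM5 cells. Also added: acetylcholine at EC20 concentration, added after compound. Dosing: 3 µM, single dose. Times: compound preincubation 140 s before EC20 acetylcholine addition. Signal: Fluo-8 calcium fluorescence. Measure: % activation relative to EC20 and EC100 ACh responses. Repeats: singlicate, one well per test compound.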
TAAR1 antag: human TAAR1 antagonists, primary screen, Fluo-8 calcium fluorescence, CHO RD-HGA16 cells | Trace amine-associated receptor 1 (Homo sapiens), Q96RJ0 | antagonist | 360,000 compounds, 1.5% hits | inhibition, % at 3 µM;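 active = inhibition above a per-plate cutoff, the mean inhibition of test compounds on that plate plus 3 SD, cut at about 49% in these data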;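 note: 0% = DMSO plus EC80 beta-PEA response and 100% = DMSO alone without agonist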
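Assay system: RD-HGA16 CHO cells with stable hTAAR1 and Gα16 / Reagent: EC80 β-phenethylamine stimulus / Doses: 3 µM, single point / Timing: dye loading 75 min at 37 °C, then 30 min room temperature / Measured by: Fluo-8 intracellular calcium dye fluorescence, real-time kinetic reads / Controls: vehicle wells and EC80 agonist wells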
CHO-K1 Ca PAM: nonselective calcium activators in parental CHO-K1 cells, primary screen, counter-screen for M1 PAM project, cell-based, Fluo-8 calcium fluorescence, full deck, 1536-well; ATP EC20; 0% at ATP EC20, 100% at ATP max; activation, % at 3 µM; 360,000 compounds, 0.02% hits;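 active = activation above the run cutoff, the mean activation of all test compounds plus 3 SD, cut at about 40% in these data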;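 note: peak over basal fluorescence ratio in a 140 s read after ATP addition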
CRFR2-BP antag: antagonists of CRF-BP/CRF-R2 complex, primary screen, cell-based, HEK293, calcium dye fluorescence, uHTS; 350,000 compounds, 0.59% hits; CRF-induced calcium fluorescence; inhibition, % at 11.8 µM; AID 588475, 2011;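 active = inhibition of the ligand-induced calcium signal above about 50% at the single tested concentration, limit read from the data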
CRFBP-R2 agonist: agonists of CRF-BP/CRF-R2 complex, primary screen, cell-based, HEK293, calcium dye fluorescence, uHTS; CRF-binding protein / CRF receptor 2 complex (human); calcium dye fluorescence (FLIPR); percent of saturating CRF peptide response; activation, % at 13.2 µM; 350,000 compounds, 0.46% hits; AID 588473, 2011;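 active = activation of at least 50%, plus an integration ratio under a set limit after plate pattern correction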;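 note: plate controls were neutral control wells without compound for no effect and CRF at EC100 for full effect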
Active calls of the source: *. The list is partial; count on the stated rates, not on these rows.

How did O=C1NC2C(=CC(O)C(O)C2O)c2cc3c(c(O)c21)OCO3 (configuration not stated) do in these assays?
M5 antag: -2.3; M5 ag: 0.2; TAAR1 ag: 0.0; M4 PAM: -0.6; M5 PAM: 1.9; TAAR1 antag: 10.1; CHO-K1 Ca PAM: -0.6; CRFR2-BP antag: 2.1; CRFBP-R2 agonist: 0.3

Results for CCOC(=O)C1(CCc2ccccc2)CCN(Cc2ccco2)CC1 ?
M5 antag: 16.9; M5 ag: -9.9; TAAR1 ag: 0.2; M4 PAM: -5.0; M5 PAM: -7.6; TAAR1 antag: -17.1; CHO-K1 Ca PAM: 19.4; CRFR2-BP antag: -5.0; CRFBP-R2 agonist: -2.8

What do the screens show for `O=C1NC(=O)C(=Cc2ccc(-c3ccc(Cl)cc3)o2)C(=O)N1`?
M5 antag: -11.8; M5 ag: -1.9; M4 PAM: 16.8; M5 PAM: 21.7*; CHO-K1 Ca PAM: 2.6; CRFR2-BP antag: -20.6; CRFBP-R2 agonist: 19.1

What do the screens show for `CC(=O)c1c(C)n(CC2CCCO2)c2ccc(O)cc12` (configuration not stated)?
M5 antag: -8.3; M5 ag: 5.3; TAAR1 ag: 2.3; M4 PAM: 4.4; M5 PAM: 0.1; TAAR1 antag: 2.5; CHO-K1 Ca PAM: -3.1; CRFR2-BP antag: -3.3; CRFBP-R2 agonist: 1.3

Results for CCC(=NC1CC1)c1c(O)n(C2CCCCC2)c(=O)[nH]c1=O ?
M5 antag: 2.0; M5 ag: -3.0; TAAR1 ag: 0.5; M4 PAM: -2.5; M5 PAM: -5.8; TAAR1 antag: 5.3; CHO-K1 Ca PAM: 10.7; CRFR2-BP antag: -4.6; CRFBP-R2 agonist: -0.1

Results for CC(CC(C#N)(c1ccccc1)c1ccccc1)N(C)C (configuration not stated) ?
M5 antag: 98.7*; M5 ag: -6.5; TAAR1 ag: 3.9; M4 PAM: -16.8; M5 PAM: -22.8; TAAR1 antag: 12.9; CHO-K1 Ca PAM: 7.2; CRFR2-BP antag: 2.9; CRFBP-R2 agonist: 0.1

How did O=c1c2ccccc2nc(CSc2ncnc3nc[nH]c23)n1-c1ccccc1Cl do in these assays?
M5 antag: 9.8; M5 ag: -4.1; TAAR1 ag: 3.5; M4 PAM: -5.0; M5 PAM: -3.3; TAAR1 antag: -1.4; CHO-K1 Ca PAM: -0.2; CRFR2-BP antag: -0.9; CRFBP-R2 agonist: -1.3

Results for O=C(Cc1ccccc1)N1CCN(Cc2ccc(Cl)cc2)CC1 ?
M5 antag: -27.4; M5 ag: 1.4; TAAR1 ag: 4.0; M4 PAM: 7.7; M5 PAM: 22.3*; TAAR1 antag: -3.7; CHO-K1 Ca PAM: 15.3; CRFR2-BP antag: 10.3; CRFBP-R2 agonist: 1.2

What do the screens show for `CCOc1cc(/C=C2\C(=O)NC(=O)N(C)C2=O)cc([N+](=O)[O-])c1O`?
M5 antag: 0.6; M5 ag: 1.4; TAAR1 ag: -1.4; M4 PAM: 7.8; M5 PAM: 1.9; TAAR1 antag: -7.8; CHO-K1 Ca PAM: 16.4; CRFR2-BP antag: 9.8; CRFBP-R2 agonist: -2.9

What do the screens show for `O=Cc1cn(Cc2ccc(F)cc2Cl)c2ccccc12`?
M5 antag: 14.5; M5 ag: -0.6; TAAR1 ag: -0.1; M4 PAM: -8.0; M5 PAM: -14.3; TAAR1 antag: 14.1; CHO-K1 Ca PAM: 12.8; CRFR2-BP antag: 4.5; CRFBP-R2 agonist: -0.1

Results for Cc1ccc(Cn2cc(C=O)c(-c3ccc(F)cc3)n2)cc1 ?
M5 antag: 7.7; M5 ag: -1.6; TAAR1 ag: 6.4; M4 PAM: -4.7; M5 PAM: -8.5; TAAR1 antag: 10.6; CHO-K1 Ca PAM: 19.5; CRFR2-BP antag: -8.5; CRFBP-R2 agonist: -0.5

How did CCOP(=O)(OCC)C(NC(=O)c1ccc(OC)cc1)C(Cl)(Cl)Cl (configuration not stated) do in these assays?
M5 antag: 16.2; M5 ag: 2.7; TAAR1 ag: 1.5; M4 PAM: -39.6; M5 PAM: -24.3; TAAR1 antag: -9.0; CHO-K1 Ca PAM: 7.4; CRFR2-BP antag: 10.6; CRFBP-R2 agonist: -0.4

Results for CC1=C(C)CC2(C(=O)NC(=S)NC2=O)C(C)C1 (configuration not stated) ?
M5 antag: 2.6; M5 ag: -2.1; TAAR1 ag: 0.5; M4 PAM: 2.5; M5 PAM: 5.7; TAAR1 antag: -3.3; CHO-K1 Ca PAM: 5.4; CRFR2-BP antag: -140.2; CRFBP-R2 agonist: 150.5*

Results for O=C1C2CCCC1C(N1CCCCC1)CC2 (configuration not stated) ?
M5 antag: -9.8; M5 ag: -1.1; TAAR1 ag: 0.4; M4 PAM: -0.7; M5 PAM: 3.6; TAAR1 antag: 1.8; CHO-K1 Ca PAM: 5.1; CRFR2-BP antag: -6.8; CRFBP-R2 agonist: 1.1

How did COC(=O)C1=C(c2ccc(OC(F)(F)F)cc2)C[C@@H]2CC[C@H]1N2C(=O)N1CCC(C)CC1 do in these assays?
M5 antag: 9.3; M5 ag: 1.0; TAAR1 ag: 15.3; M4 PAM: -0.8; M5 PAM: -6.9; TAAR1 antag: -3.4; CHO-K1 Ca PAM: 5.5; CRFR2-BP antag: 7.3; CRFBP-R2 agonist: 1.6

Results for Cc1cc(C=C2C(=O)NC(=S)NC2=O)c(C)n1C1CCCC1 ?
M5 antag: 5.1; M5 ag: -1.3; TAAR1 ag: 3.5; M4 PAM: -4.6; M5 PAM: 0.5; TAAR1 antag: 26.4; CHO-K1 Ca PAM: 0.0; CRFR2-BP antag: -19.0; CRFBP-R2 agonist: -0.9

How did COC(=O)C1=C(c2c(C)noc2C)C[C@@H]2CC[C@H]1N2C(=O)N1CCC(C)CC1 do in these assays?
M5 antag: 1.9; M5 ag: 2.4; TAAR1 ag: 2.9; M4 PAM: -0.3; M5 PAM: -0.7; TAAR1 antag: 8.5; CHO-K1 Ca PAM: -5.9; CRFR2-BP antag: 3.4; CRFBP-R2 agonist: -0.3

What do the screens show for `COc1ccc(CC2(CCc3ccncc3)C(=O)NC(=O)NC2=O)c(OC)c1`?
M5 antag: -4.2; M5 ag: -3.5; TAAR1 ag: 6.7; M4 PAM: 4.1; M5 PAM: -4.0; TAAR1 antag: -1.0; CHO-K1 Ca PAM: 12.9; CRFR2-BP antag: -6.8; CRFBP-R2 agonist: 8.0

What do the screens show for `CCCCOC(=O)c1ccc(NC(=O)c2c(O)[nH]c(=O)[nH]c2=O)cc1`?
M5 antag: 7.1; M5 ag: 1.9; TAAR1 ag: 1.7; M4 PAM: 3.5; M5 PAM: -2.1; TAAR1 antag: -0.1; CHO-K1 Ca PAM: 0.1; CRFR2-BP antag: -0.6; CRFBP-R2 agonist: -1.4

How did Cc1ccccc1CN1Cc2cnnn2-c2ccccc2C1C#N (configuration not stated) do in these assays?
M5 antag: 11.2; M5 ag: -0.5; TAAR1 ag: 2.0; M4 PAM: -4.1; M5 PAM: 2.4; TAAR1 antag: 16.2; CHO-K1 Ca PAM: 21.1; CRFR2-BP antag: -0.7; CRFBP-R2 agonist: 0.2

What do the screens show for `N#CC[N+]1(CCCNP2(=O)C=C(c3ccccc3)OC(c3ccccc3)=C2)CCOCC1`?
M5 antag: 12.2; M5 ag: -0.3; TAAR1 ag: 5.1; M4 PAM: 9.2; M5 PAM: -0.1; TAAR1 antag: 7.0; CHO-K1 Ca PAM: 8.0; CRFR2-BP antag: -18.1; CRFBP-R2 agonist: 5.0

How did Cc1ccc2c(c1)C1CN(C)CCC1N2S(=O)(=O)c1ccccc1 (configuration not stated) do in these assays?
M5 antag: -4.7; M5 ag: -4.7; TAAR1 ag: 3.1; M4 PAM: 3.2; M5 PAM: -2.5; TAAR1 antag: -2.7; CHO-K1 Ca PAM: 0.6; CRFR2-BP antag: -15.9; CRFBP-R2 agonist: 0.9

What do the screens show for `COc1ccc(-c2cc(=Nc3cccc(C(=O)O)c3)c3cc(C)ccc3o2)cc1`?
M5 antag: 6.8; M5 ag: 1.7; TAAR1 ag: 10.0; M4 PAM: -1.0; M5 PAM: 1.4; TAAR1 antag: -4.8; CHO-K1 Ca PAM: 24.9; CRFR2-BP antag: -4.0; CRFBP-R2 agonist: -2.6

What do the screens show for `Nc1ccc(Cl)cc1C(=O)c1ccccc1`?
M5 antag: 0.4; M5 ag: -6.9; TAAR1 ag: 8.4; M4 PAM: -2.4; M5 PAM: -5.2; TAAR1 antag: -12.8; CHO-K1 Ca PAM: 3.8; CRFR2-BP antag: 12.9; CRFBP-R2 agonist: -3.0

How did CCCCc1nc2ccccc2c(=O)n1-c1ccccc1O do in these assays?
M5 antag: 2.4; M5 ag: -3.3; TAAR1 ag: -0.5; M4 PAM: 13.2; M5 PAM: -1.7; TAAR1 antag: -10.1; CHO-K1 Ca PAM: -3.4; CRFR2-BP antag: -13.8; CRFBP-R2 agonist: -0.2

Results for CN1CCC(c2c[nH]c3ccc(O)cc23)CC1 ?
M5 antag: -3.1; M5 ag: -0.6; TAAR1 ag: 0.2; M4 PAM: 11.2; M5 PAM: 4.3; TAAR1 antag: -9.5; CHO-K1 Ca PAM: -2.8; CRFR2-BP antag: -21.9; CRFBP-R2 agonist: 2.6

How did CC(O)(CS(=O)(=O)c1ccccc1)C(=O)Nc1ccc(C(F)(F)F)cc1 (configuration not stated) do in these assays?
M5 antag: -9.6; M5 ag: 0.3; TAAR1 ag: 5.0; M4 PAM: 11.5; M5 PAM: 3.2; TAAR1 antag: 12.4; CHO-K1 Ca PAM: 17.9; CRFR2-BP antag: -35.1; CRFBP-R2 agonist: 0.4

What do the screens show for `C[C@]12CC[C@H](O)C[C@H]1CC[C@@H]1[C@@H]2C[C@@H](O)[C@]2(C)[C@@H](C3=CC(=O)OC3)CC[C@]12O`?
M5 antag: -3.3; M5 ag: 0.4; TAAR1 ag: 1.4; M4 PAM: 0.5; M5 PAM: 5.8; TAAR1 antag: -20.5; CHO-K1 Ca PAM: 12.9; CRFR2-BP antag: -7.3; CRFBP-R2 agonist: -2.7
